Screening results as filed in PubChem BioAssay.
BLM helicase inh: Bloom syndrome helicase (human) inhibition; P54132; recombinant BLM DNA unwinding, fluorescence dequenching; Potency, µM (series often up to 56.1 µM), without a hit: top-dose activity change, negative = inhibition, actives largely listed as inhibitors; 0.2% of 350,000 active; AID 2528;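 further: potency means the concentration at half of the fitted maximal effect; plate controls were vehicle for no effect and no enzyme for full effect; nearly all actives have a fitted effect of over 35% in size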
Target sequence (P54132 whole entry, looked up): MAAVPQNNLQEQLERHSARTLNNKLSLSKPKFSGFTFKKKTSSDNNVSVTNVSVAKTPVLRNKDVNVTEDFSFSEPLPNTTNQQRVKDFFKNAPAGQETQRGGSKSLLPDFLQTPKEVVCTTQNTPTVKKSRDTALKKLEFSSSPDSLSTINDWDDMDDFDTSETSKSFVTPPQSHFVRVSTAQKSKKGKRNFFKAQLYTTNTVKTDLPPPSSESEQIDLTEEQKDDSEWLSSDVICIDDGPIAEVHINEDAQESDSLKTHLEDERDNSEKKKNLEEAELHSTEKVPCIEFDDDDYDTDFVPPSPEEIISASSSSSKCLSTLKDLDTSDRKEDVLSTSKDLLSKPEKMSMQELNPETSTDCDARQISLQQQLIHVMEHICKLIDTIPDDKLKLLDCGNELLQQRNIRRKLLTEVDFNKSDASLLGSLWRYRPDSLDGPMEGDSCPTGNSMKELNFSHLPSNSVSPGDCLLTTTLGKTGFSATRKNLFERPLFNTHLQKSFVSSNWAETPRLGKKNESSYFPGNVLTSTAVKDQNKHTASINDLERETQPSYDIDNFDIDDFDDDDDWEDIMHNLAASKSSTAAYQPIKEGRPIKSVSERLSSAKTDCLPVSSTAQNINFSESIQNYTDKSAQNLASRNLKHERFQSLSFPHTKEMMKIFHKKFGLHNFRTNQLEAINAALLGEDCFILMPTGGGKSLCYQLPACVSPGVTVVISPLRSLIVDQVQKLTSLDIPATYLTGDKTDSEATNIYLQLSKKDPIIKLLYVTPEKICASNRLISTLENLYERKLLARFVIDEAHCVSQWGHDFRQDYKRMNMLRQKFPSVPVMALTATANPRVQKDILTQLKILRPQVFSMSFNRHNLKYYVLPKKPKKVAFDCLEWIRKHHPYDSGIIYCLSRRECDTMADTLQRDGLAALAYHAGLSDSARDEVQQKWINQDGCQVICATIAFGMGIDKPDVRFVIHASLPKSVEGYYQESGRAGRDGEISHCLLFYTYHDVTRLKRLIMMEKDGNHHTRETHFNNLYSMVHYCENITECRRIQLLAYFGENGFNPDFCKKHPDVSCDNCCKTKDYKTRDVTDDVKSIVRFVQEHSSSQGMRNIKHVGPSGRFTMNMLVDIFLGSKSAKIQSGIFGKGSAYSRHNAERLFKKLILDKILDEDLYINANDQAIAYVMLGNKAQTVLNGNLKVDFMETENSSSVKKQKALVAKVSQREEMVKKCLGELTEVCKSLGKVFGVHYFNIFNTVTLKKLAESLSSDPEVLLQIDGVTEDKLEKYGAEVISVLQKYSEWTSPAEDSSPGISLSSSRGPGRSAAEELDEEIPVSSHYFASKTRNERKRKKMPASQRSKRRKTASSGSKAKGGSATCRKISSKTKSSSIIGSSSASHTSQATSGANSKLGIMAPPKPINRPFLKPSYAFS
APE1 inh: blocks human APE1 abasic DNA cleavage. P27695. recombinant APE1, TAMRA/BHQ-2 abasic DNA cleavage fluorescence. Potency, µM (series often up to 65.8 µM), without a hit: at the top dose activity change, negative = inhibition, hits mostly inhibitors. 0.35% of 350,000 active. AID 2517;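 further: potency means the concentration at half of the fitted maximal effect; plate controls were vehicle for no effect and reference inhibitor for full effect; nearly all actives have a fitted effect of over 55% in size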
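Step 1: APE1 (0.75 nM) with compound, 15 min RT. Step 2: add 50 nM fluorophore/quencher THF duplex. Step 3: three fluorescence reads 60 s apart (525/598 nm); read 3 minus read 1 = reaction progress.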
TRHR agonist: activates the human TRH receptor; P34981; TRHR cells, calcium flux fluo-8, FDSS agonist mode; activation, % at 2 µM; 0.18% of 360,000 active; in the data active means activation above about 30%; further: 0% is about no effect
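Steps: seed TRHR cells overnight; add fluo-8 no-wash Ca dye, RT 30 min–1.5 h; record 10 s baseline; pin-transfer compounds; monitor fluorescence 1 cycle/s for the agonist window. Calcium increases flag candidate agonists.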
Apoferritin bind: candidate novel general anesthetic via apoferritin binding; P02791; apoferritin/1-aminoanthracene competitive binding, fluorescence; Potency, µM (top dose mostly 77.5 µM), for inactives: at the highest dose activity change, negative = displacement, actives largely listed as inhibitors; 0.074% of 350,000 active; further: potency means the concentration at half of the fitted maximal effect; on the % scale 0 is the no-effect control and ±100 the full control effect; nearly all actives have a fitted effect of over 20% in size
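In PBS, apoferritin at 10 uM is loaded with 1-AMA from a 50% saturated solution. After 10 min of compound exposure at ambient temperature, reduced 535 nm fluorescence indicates probe displacement.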
Pol kappa inh: inhibitors of human DNA polymerase kappa | 0.53% of 400,000 active | Potency, µM (titrated, usually from 107 µM), for the others: at the top dose activity, negative = inhibition, usual class: inhibitors | purified Pol kappa, fluorescent DNA synthesis assay, 10 min; further: potency means the concentration at half of the fitted maximal effect; on the % scale 0 is the no-effect control and ±100 the full control effect
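10 nM Pol kappa was preincubated with compounds for 15 min at room temperature. Reaction started with 50 nM (final) substrate. Fluorescence read kinetically at 0 and 10 min.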
POLI inh: DNA polymerase iota (human) inhibition. Q9UNA4. Pol iota fluorescent replication assay, 10 min. Potency, µM (series often up to 115 µM), for the others: at the highest dose activity, negative = inhibition, hits mostly inhibitors. 1% of 390,000 active. AID 588590; further: potency means the concentration at half of the fitted maximal effect
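Pol iota at 10 nM preincubated 15 min with compounds at room temperature; reaction started with fluorescent substrate, 50 nM final. Fluorescence read kinetically at 0 and 10 min; buffer-only wells as negative control.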
Pol beta inh: blocks human DNA polymerase beta activity; P06746; Pol beta primer extension/strand displacement, fluorescence kinetic; Potency, µM (highest dose often 114 µM), inactives show at the top dose activity change, negative = inhibition, most hits filed as inhibitors; 1.3% of 340,000 active; AID 485314; further: potency means the concentration at half of the fitted maximal effect; on the % scale 0 is the no-effect control and ±100 the full control effect
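Curves were derived by four-parameter Hill fits of normalized qHTS data. The kinetic fluorescent primer-extension read was taken at 0 and 10 min after 50 nM substrate, following a 15 min room-temperature preincubation of 10 nM enzyme with compounds.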
12-LOX inh: blocks human arachidonate 12S-lipoxygenase; P18054; purified 12hLO, xylenol orange hydroperoxide absorbance; Potency, µM (highest dose often 108 µM), without a hit: at the top dose activity change, negative = inhibition, usual class: inhibitors; 1.1% of 580,000 active; further: potency means the concentration at half of the fitted maximal effect; on the % scale 0 is the no-effect control and ±100 the full control effect
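Purified human 12hLO at 150 nM in 25 mM Hepes, 0.01% Triton X-100, pH 7.0, preincubated 15 min at room temperature with compound. Reaction started with 40 uM arachidonic acid, 30 min at room temperature. Hydroperoxide measured by Fe-xylenol orange, 573/405 nm absorbance ratio.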
ERG Ets-DNA blk: blocks human ERG Ets domain binding to DNA; P11308; fluorescence polarization, His-ERG Ets domain / labelled DNA; Potency, µM (series often up to 76.9 µM), for inactives: top-dose FP activity, negative = inhibition, hits mostly inhibitors; 0.028% of 370,000 active; active means well fitted inhibition curve with a large enough effect in the polarisation, with a control signal flat; inconclusive means small, poorly fitted or top-dose-only effect, or effect the other way, or a change in a side signal; inactive means no such curve, though single readings can be large or run the other way; the % refers to the polarisation;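 further: polarization taken with two DNA probes labelled with fluorescein and Texas red; potency means the concentration at half of the fitted maximal effect; % of control where 0% means no effect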
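His-tagged ERG Ets domain (1 uM in the protein solution; 300mM KCl, 50mM Tris-HCl, 1mM EDTA, 1mM DTT, pH 7.5) received compound, then a probe mix of 5 nM fluorescein-DNA and 100nM Texas-615-DNA. Fluorescence polarization was read for both dyes.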
* hit, by the source's call; ? = inconclusive; / = no result given; [ ] = dose if it differs, or a comment. Unless noted, the call rests on the fitted dose curve; in most records, active means well fitted curve in the direction sought with a large enough effect; inconclusive means small, poorly fitted or top-dose-only effect, or another doubt; inactive means no such curve, though single readings can be large; an effect the other way counts as inactive or inconclusive. These rows are one share of the data (hit frequency here may not be typical).

Structure	BLM helicase inh	APE1 inh	TRHR agonist	Apoferritin bind	Pol kappa inh	POLI inh	Pol beta inh	12-LOX inh	ERG Ets-DNA blk
COc1cccc(CNC(=O)c2ccc(OCC(=O)N3CCOCC3)c(OC)c2)c1	/	-13%	0.0	/	-8%	19%	/	?	-7%
COc1ccc(-c2onc(C)c2C)cc1S(=O)(=O)N1CCN(c2cc(C)ccc2C)CC1	-9%	/	0.2	-13%	-14%	0%	0%	-6%	-2%
CC(=O)Nc1ccc(NC(=O)c2ccc(C3SCC(=O)N3CCc3ccccc3)cc2)cc1 (stereo not given)	-6%	-1%	-0.8	-13%	-7%	25%	16%	26%	-5%
CCCCC(=O)NC(c1ccc(Cl)cc1Cl)c1ccc2cccnc2c1O (stereo not given)	1%	-11%	1.1	-13%	-19%	42%[activator]	1%	29%	6%
CN(Cc1ccc(Cl)c(Cl)c1)C(=O)CN1C(=O)NC2(CCCC2)C1=O	/	6%	-0.2	/	3%	38%[activator]	/	-3%	4%
CC1CCc2c(sc(NC(=O)c3ccc(Cn4cc(Br)cn4)o3)c2C(N)=O)C1 (stereo not given)	-3%	-8%	0.1	-4%	-9%	-6%	-13%	?	/
CCOc1ccccc1C(c1c(O)nc(SC)[nH]c1=O)c1c(O)nc(SC)[nH]c1=O	/	/	/	/	10%	43%[activator]	/	?	13%
O=c1[nH]c2ccccc2n1Cc1ccccc1	-1%	16%	0.1	-1%	3%	29%	20%	-9%	12%
O=C(CS(=O)(=O)c1ccccc1)Nc1nccs1	0%	-14%	1.0	-9%	-9%	8%	60%	?	-7%
CCC(=O)N(CC(=O)Nc1sc(C)c(C)c1C(N)=O)Cc1ccc(F)cc1	-4%	-2%	-0.2	4%	6%	26%	28%	14%	-7%
CCCCN(C(=O)Cc1ccc(S(=O)(=O)N2CCOCC2)s1)c1c(N)n(CC(C)C)c(=O)[nH]c1=O	/	-10%	-0.2	/	-15%	25%	/	-10%	-7%
CCOc1ccc(Br)cc1S(=O)(=O)Nc1ccc(C(=O)OC(C)C(=O)N(C)c2ccccc2)cc1 (stereo not given)	-8%	-5%	0.1	4%	-18%	5%	-26%[57.1 µM]	9%	-1%
O=C(NCc1ccccn1)c1cccc(NS(=O)(=O)c2ccc(Br)cc2)c1	/	57%[activator]	0.5	/	-9%	31%[activator]	/	-16%	-4%
COc1ccc(NC(=S)N2CCC(NC(=O)c3cccc(F)c3)CC2)cc1	-2%	30%	-0.3	-2%	-5%	49%[activator]	6%	-6%	-5%
Cc1ccc(S(=O)(=O)N2CN(CC3CCCO3)c3nc4ccccc4nc32)cc1 (stereo not given)	-5%	14%	-0.4	-14%	1%	29%	3%	?	15%
CCCN(CCC)CCCNC(=O)CC(C(=O)N1CCc2ccccc21)n1ccnc1 (stereo not given)	0%	-1%	-0.4	-8%	-1%	21%	12%	22%	2%
Nn1c(COc2ccc(Cl)cc2)nc2ccccc2c1=O	0%	-2%	-0.2	-1%	-15%	21%	7%	-7%	-5%
O=C(NCc1ccco1)C(=O)NCC1OCCN1S(=O)(=O)c1ccc(F)cc1 (stereo not given)	-5%	-2%	-0.3	-10%	-12%	?	-12%	27%	0%
COc1cc2c(cc1OC)CN(C(=O)c1cc(S(=O)(=O)N3CCOCC3)ccc1C)CC2	/	-1%	-0.9	/	-18%	23%	/	17%	2%
O=C(/C=C/c1ccccc1)OCN1C(=O)c2ccccc2C1=O	-4%	17%	-0.2	2%	-10%	-2%	4%	0%	-2%
CCOc1ccc(C2c3[nH]c4ccccc4c3CCN2C(=O)Cn2cncn2)cc1 (stereo not given)	-7%	-1%	-0.3	-9%	-3%	67%[activator]	-1%	0%	9%
CC(=O)N1CCC2(CC1)CCN(c1cccc(-c3ccccc3)c1)CC2	-5%	2%	/	/	-2%[60.1 µM]	/	/	?	/
COc1cc(NC(=O)Nc2cccc(Cl)c2)c(OC)cc1NC(=O)CN1CCCCC1	-16%	10%	-0.3	-5%	-10%	17%	-6%	6%	-3%
CCCn1c(C)cc(C(=O)CSc2nnc3n(CCC)c(=O)c4ccccc4n23)c1C	-3%	7%	0.0	0%	/	/	30%	/	/
N#Cc1ccc(OC(=O)Cc2ccsc2)cc1	-5%	-3%	0.3	-1%	3%	-4%	4%	-22%	-9%
COC(=O)c1sccc1NC(=S)N1CCCC(C)C1 (stereo not given)	-5%	-3%	-0.5	?	-10%	2%	8%	1%	-6%
O=C(NC1CC2CCCC(C1)N2C(=O)Nc1ccccc1)C1CC1 (stereo not given)	-1%	37%[12.4 µM]	0.3	-1%	1%	7%	0%	-13%	-2%
Cc1cc(C)n2nc(C(=O)OCC(=O)c3cc(C)n(C)c3C)nc2n1	-15%	-10%	0.1	-19%	?	?	32µM*	10%	5%
C=C(C)CN1C(=O)C2(OCCO2)c2cc(Br)ccc21	/	/	/	/	0%	40%[activator]	/	36%[activator]	-4%
COC(=O)C1=C(C)NC(C)=C(C(=O)OC)C1C(=O)OCc1nc2cc(C(=O)OC)ccc2c(=O)[nH]1	/	17%	-0.1	/	5%	18%	/	-17%	-8%
COCCOC(=O)C1=C(C)N=C2SCCC(=O)N2C1c1ccc(OC(=O)c2ccco2)cc1 (stereo not given)	-2%	-4%	0.5	-12%	-5%	10%	12%	-15%	-2%
c1ccc2c(Nc3ccncc3)nc(-c3ccoc3)nc2c1	-2%	-2%	/	-5%	28µM*	/	/	-12%	/
Cc1cccc(N2CCN(C(=O)c3cccn4c(=O)c5cc(Cl)ccc5nc34)CC2C)c1 (stereo not given)	0%	/	0.2	-8%	-5%[60.1 µM]	27%	-1%	?	5%
CCOC(=O)c1c(S(=O)(=O)N2CCCC(C(=O)N3CCN(c4cc(C)ccc4C)CC3)C2)c(C)n(C)c1C (stereo not given)	-8%	/	-0.6	-8%	-5%[60.1 µM]	-3%	18%	-19%	-8%
COC(=O)c1cccnc1Oc1ccccc1	1%	0%	-2.6	-4%	2%	-6%	17%	0%	5%
COc1ccc(NC(=O)COc2ccc(C(=O)NCc3cccnc3)cc2OC)cc1	/	-15%	1.6	/	-21%	-7%	/	329%[activator]	2%
Cc1cc(-c2ccc([N+](=O)[O-])cc2)nc2ccccc12	-4%	-4%	0.5	?	4%	7%	2%	?	3%
O=C1/C(=C\c2cccs2)Sc2ccc3ccccc3c21	1%	2%	0.5	-15%	-30%	-1%	-20%	-25%	5%
Cc1cccc(C)c1NC(=O)Nc1cccs1	-3%	15%	1.6	-8%	-8%	-3%	18%	?	-9%
Cc1ccccc1C1C2=C(Nc3[nH]n(-c4ccccc4)c(=O)c31)c1ccccc1C2=O (stereo not given)	-9%	-4%	-1.2	-4%	/	/	-8%	/	/
Cc1ccc(N2CC(C(=O)Nc3nnc(SCC(N)=O)s3)CC2=O)cc1C (stereo not given)	-8%	8%	0.8	-13%	-6%	6%	3%	?	-10%
CCc1ccccc1NC(=O)[C@@H]1CCC(=O)N1C1OC(=O)c2ccccc21 (stereo not given in full)	2%	7%	-0.1	-4%	-12%	7%	42%	21%	1%
CC1CCCCN1C(=O)CSc1nc2ncccc2[nH]1 (stereo not given)	1%	29%	0.2	-9%	4%	20%	21%	-1%	-6%
CS(=O)(=O)Nc1nc2ccccc2[nH]1	-3%	10%	-1.0	-3%	8%	-9%	7%	?	10%
CCOc1ccc(NC(=O)CC2C(=O)N(c3ccc(F)cc3)C(=O)N2CCc2sccc2C)cc1 (stereo not given)	-8%	/	0.7	3%	-22%	14%	-1%	-20%	3%
CC(C)Cc1nc(N2CCN(C(=O)c3ccccc3)CC2)c(C#N)c2c1CCC2	-4%	-3%	-2.0	-21%	-8%	11%	62%	0%	-6%
COC(=O)c1sc2cccc(F)c2c1S(=O)(=O)NC(C)c1ccccc1 (stereo not given)	-2%	/	-0.4	-17%	-4%	28%	-27%	?	-1%
COc1cccc(CC(=O)Nc2ccc(-c3csc(C)n3)cc2)c1	-8%	-3%	0.0	?	-9%	21%	0%	82%[activator]	-3%
CC(=O)C1=C(O)C(=O)N(c2ccc(Br)cc2)C1c1cccc([N+](=O)[O-])c1 (stereo not given)	-3%	0%	0.6	-6%	-17%	30%[activator]	38%	?	11%
Cc1cccc(C)c1OCC(O)Cn1ccnc1C (stereo not given)	3%	-4%	2.0	-6%	12%	-3%	-3%	-5%	-12%

Arranged by number of heavy atoms (falling): some entries from above.
Structure	BLM helicase inh	APE1 inh	TRHR agonist	Apoferritin bind	Pol kappa inh	POLI inh	Pol beta inh	12-LOX inh	ERG Ets-DNA blk
CCc1ccccc1NC(=O)[C@@H]1CCC(=O)N1C1OC(=O)c2ccccc21 (stereo not given in full)	2%	7%	-0.1	-4%	-12%	7%	42%	21%	1%
CC(=O)C1=C(O)C(=O)N(c2ccc(Br)cc2)C1c1cccc([N+](=O)[O-])c1 (stereo not given)	-3%	0%	0.6	-6%	-17%	30%[activator]	38%	?	11%
CS(=O)(=O)Nc1nc2ccccc2[nH]1	-3%	10%	-1.0	-3%	8%	-9%	7%	?	10%
